Bioassay records (PubChem BioAssay)
PfHsp90 yeast 2: reduces growth (ATP signal) of yeast expressing P. falciparum Hsp90; S. cerevisiae expressing PfHsp90, BacTiter-Glo ATP, 48 h; yeast lacking PDR1 and PDR3 efflux regulators; actives 0.32% (n = 310,000); inhibition, % at 9.4 µM; AID 504621;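 active = every replicate shows inhibition above about 80%, whatever the replicate mean, limit read from the data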;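 also: 0% = DMSO neutral controls and 100% = 20 µM radicicol positive controls; yeast relying on Plasmodium falciparum Hsp90 in place of its own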
CAL PDZ FP-1: inhibitors of human CAL PDZ peptide binding | inhibition, % at 24.9 µM | purified CAL PDZ, TMR-peptide fluorescence polarization, 1 h | Q9HD26 | AID 602252 | actives 0.92% (n = 300,000);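 active = mean inhibition of at least 30% with at least half of replicates also reaching 30%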;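 also: 0% = DMSO neutral control and 100% = excess unlabeled competitor peptide PRC23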
NSD2 inh: NSD2 (human) methyltransferase inhibition. O96028. inhibition, % at 12.5 µM. actives 0.54% (n = 310,000). NSD2 peptide methylation, AlphaScreen, 120 min. AID 743445; in the data active = inhibition above about 50%
Rtt109 Vps75: blocks Candida albicans Rtt109/Vps75 acetyltransferase activity; actives 0.16% (n = 330,000); inhibition, % at 34.9 µM; purified Rtt109/Vps75, ThioGlo CoA-SH fluorescence, 4 h; AID 540336;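 active = inhibition of at least 50% in every replicate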
Target sequence (Q5AAJ8 whole entry, looked up): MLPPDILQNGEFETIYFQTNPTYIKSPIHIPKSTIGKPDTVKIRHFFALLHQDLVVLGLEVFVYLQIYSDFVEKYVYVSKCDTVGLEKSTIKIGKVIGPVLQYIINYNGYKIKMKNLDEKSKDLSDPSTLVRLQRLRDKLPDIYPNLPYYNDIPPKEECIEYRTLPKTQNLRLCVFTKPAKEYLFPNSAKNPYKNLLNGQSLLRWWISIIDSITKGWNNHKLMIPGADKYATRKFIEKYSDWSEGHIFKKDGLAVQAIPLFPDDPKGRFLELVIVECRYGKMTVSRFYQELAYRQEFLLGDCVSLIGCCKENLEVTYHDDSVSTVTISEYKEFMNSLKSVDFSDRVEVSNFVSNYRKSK
MITF TRPM1 HTS: MITF TRPM1 promoter activation in melanoma cells. AID 588334. actives 0.75% (n = 300,000). SK-MEL-5 TRPM1-promoter luciferase, 24 h; % of positive control, neutral wells = 0. activation, % at 12.5 µM;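 active = mean activation of at least 80% with every replicate also reaching 80%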;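 also: 0% = neutral control wells and 100% = parthenolide positive control wells; values of inactives mirror those of a sister screen read the other way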
dFosB activator: activators of mouse delta FosB homodimer | purified delta FosB, TAMRA-CDK5 oligo fluorescence polarization; percent of positive-control signal above neutral wells | activation, % at 25 µM | actives 0.99% (n = 340,000) | P13346;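 active = mean activation above about 17%, with every replicate also reaching it, limit read from the data, passing the limit was not always enough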;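 also: fluorescence polarization rise as delta FosB binds a TAMRA Cdk5 AP-1 oligo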
Target sequence (P13346 whole entry, looked up): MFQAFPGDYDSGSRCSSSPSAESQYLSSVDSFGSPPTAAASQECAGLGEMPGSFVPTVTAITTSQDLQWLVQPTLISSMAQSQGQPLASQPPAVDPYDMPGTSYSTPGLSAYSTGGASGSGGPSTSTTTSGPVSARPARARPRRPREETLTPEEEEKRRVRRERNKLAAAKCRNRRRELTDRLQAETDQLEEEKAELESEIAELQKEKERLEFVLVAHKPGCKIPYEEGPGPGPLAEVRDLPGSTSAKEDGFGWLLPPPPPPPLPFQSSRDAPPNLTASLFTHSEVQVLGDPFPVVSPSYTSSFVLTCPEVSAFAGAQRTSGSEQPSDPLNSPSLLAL
CAL PDZ FP-2: human CAL PDZ-peptide interaction inhibition; inhibition, % at 20 µM; AID 504414; purified CAL PDZ, TMR-peptide fluorescence polarization, 1 h; actives 0.02% (n = 330,000);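 active = highest replicate inhibition of at least 40%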;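 also: plate controls were DMSO neutral control wells for no effect and unlabeled competitor peptide control wells for full effect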
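Assay system – tagged CAL PDZ protein CerCALP, purified · Timing – 1 h at RT · Compound – single point, 20 µM · Measured by – fluorescence polarization from S- and P-plane intensities, G-factor corrected · Evaluation – inhibition from polarization loss · Probe or stimulus – TMR reporter peptide T*-PRC34 · Buffer or medium – pH 7.4 phosphate-saline buffer, reducing agent, detergent, IgG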
SR-BI DiI-HDL act: enhances SR-BI lipid uptake from DiI-HDL | CHO ldlA[mSR-BI] cells, DiI-HDL uptake fluorescence, 3 h; 100 = double the neutral-control signal | activation, % at 12.5 µM | actives 0.096% (n = 320,000);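 active = mean replicate activation of at least 60% and every replicate at or above 60%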;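 also: 0% = median plate neutral-control signal and 100% = twice that signal; values of inactives mirror those of a sister screen read the other way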
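system = CHO ldlA[mSR-BI] cells, LDL receptor-null, SR-BI overexpressing | medium = Ham's F12 with 0.5% BSA, HEPES 25 mM, pH 7.4 | probe or stimulus = DiI-HDL 10 µg/mL | compound dosing = single-point compound dose | incubation = compound exposure 3 h, 37 °C | technique = DiI fluorescence, bottom read | read-out = cell-associated DiI fluorescence as measure of HDL uptake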
SR-BI HDL uptake: inhibitors of mouse SR-BI mediated HDL lipid uptake; Q61009; ldlA[mSR-BI] CHO cells, DiI-HDL uptake fluorescence, 3 h; inhibition, % at 12.5 µM; actives 0.96% (n = 320,000); AID 488896;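 active = mean replicate inhibition of at least 70% and a set share of replicates each scoring 70 or more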;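 also: 0% = median of neutral control wells and 100% = median of positive control wells; values of inactives mirror those of a sister screen read the other way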
PvdQ acylase: P. aeruginosa PvdQ acylase inhibition | actives 0.063% (n = 340,000) | purified PvdQ acylase, fluorescence plate reader | inhibition, % at 10 µM; in the data active = inhibition above about 30%, passing the limit was not always enough;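 also: 0% = vehicle neutral wells and 100% = reference inhibitor wells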
Active calls of the source: *.

CN1CCN(C(=O)C2CCN(S(=O)(=O)c3ccc4c(c3)oc(=O)n4C)CC2)CC1 was read as PfHsp90 yeast 2 -20, Rtt109 Vps75 0, MITF TRPM1 HTS -1, dFosB activator 7, CAL PDZ FP-2 -0.2, SR-BI DiI-HDL act 56, SR-BI HDL uptake -56 and PvdQ acylase -14.
Screening O=C(/C=C/c1ccccc1)Nc1cc(NC(=O)/C=C/c2ccccc2)cc(C(=O)O)c1 returned PfHsp90 yeast 2 -1, NSD2 inh 2, Rtt109 Vps75 -5, MITF TRPM1 HTS -17, dFosB activator -21, CAL PDZ FP-2 -1.5, SR-BI DiI-HDL act 0, SR-BI HDL uptake 0 and PvdQ acylase 6.
For CCOc1cc(/C=N/NC(=S)Nc2ccccc2C(F)(F)F)ccc1OCC(=O)N1CCOCC1 the results were PfHsp90 yeast 2 -1, CAL PDZ FP-1 -6, NSD2 inh -1, Rtt109 Vps75 13, MITF TRPM1 HTS -15, dFosB activator -12, CAL PDZ FP-2 -2.5, SR-BI DiI-HDL act 5, SR-BI HDL uptake -5 and PvdQ acylase 10.
CN(CCCNC(=O)CCc1cn(C)c2ccccc12)C1CCCCC1 was read as PfHsp90 yeast 2 -16, CAL PDZ FP-1 -4, NSD2 inh 1, MITF TRPM1 HTS -3, dFosB activator -6, CAL PDZ FP-2 -0.6, SR-BI DiI-HDL act 11, SR-BI HDL uptake -11 and PvdQ acylase -11.
`Cc1ccc([N+](=O)[O-])cc1NC1OC(CO)C(O)C1O` (configuration not stated) gave PfHsp90 yeast 2 17, CAL PDZ FP-1 2, NSD2 inh 0, Rtt109 Vps75 -2, MITF TRPM1 HTS -7, dFosB activator 7, SR-BI DiI-HDL act 19, SR-BI HDL uptake -8 and PvdQ acylase -5.
Screening O=C1N[C@@H](Cc2ccccc2)[C@@H](c2ccco2)O1 returned PfHsp90 yeast 2 2, CAL PDZ FP-1 3, Rtt109 Vps75 2, MITF TRPM1 HTS 1, dFosB activator 6, CAL PDZ FP-2 -1.0, SR-BI DiI-HDL act 1, SR-BI HDL uptake 4 and PvdQ acylase 49*.
For CCCC(=O)Nc1nnc(SCC(=O)NC2CC2)s1 the results were PfHsp90 yeast 2 14, CAL PDZ FP-1 -2, NSD2 inh -10, Rtt109 Vps75 5, MITF TRPM1 HTS 0, dFosB activator -1, CAL PDZ FP-2 -2.9, SR-BI DiI-HDL act 2, SR-BI HDL uptake -2 and PvdQ acylase -14.
`CC(C)[C@H](NC(N)=O)C(=O)Nc1ccc(OCc2ccccc2)cc1` gave PfHsp90 yeast 2 -44, CAL PDZ FP-1 -6, NSD2 inh 1, Rtt109 Vps75 3, MITF TRPM1 HTS 3, dFosB activator 8, CAL PDZ FP-2 -1.6, SR-BI DiI-HDL act 6, SR-BI HDL uptake -6 and PvdQ acylase -6.
Screening COc1ccc(S(=O)(=O)N2CCCCCC2)cc1C(=O)NCc1ccco1 returned PfHsp90 yeast 2 8, CAL PDZ FP-1 -5, NSD2 inh 2, MITF TRPM1 HTS -4, dFosB activator -7, CAL PDZ FP-2 -1.4, SR-BI DiI-HDL act -17, SR-BI HDL uptake 17 and PvdQ acylase 12.
O=Cc1c(-c2ccccc2)nc2ccccn12 was read as PfHsp90 yeast 2 7, CAL PDZ FP-1 1, NSD2 inh -7, Rtt109 Vps75 0, MITF TRPM1 HTS 8, dFosB activator 0, CAL PDZ FP-2 -3.6 and PvdQ acylase 10.
`c1ccc(OCCCCN2CCOCC2)cc1` gave PfHsp90 yeast 2 4, CAL PDZ FP-1 -2, NSD2 inh -1, Rtt109 Vps75 7, MITF TRPM1 HTS -11, dFosB activator 6, CAL PDZ FP-2 -0.5, SR-BI DiI-HDL act 42, SR-BI HDL uptake -42 and PvdQ acylase -2.
For O=C(O)C1CC(=O)N(CCc2ccc(F)cc2)C1 (configuration not stated) the results were PfHsp90 yeast 2 8, CAL PDZ FP-1 5, NSD2 inh -5, Rtt109 Vps75 -2, dFosB activator 9, CAL PDZ FP-2 3.4, SR-BI DiI-HDL act 4, SR-BI HDL uptake -4 and PvdQ acylase 0.
CCOc1ccc(-n2c(C)nc3cc(C(=O)NCc4ccco4)ccc32)cc1 was read as PfHsp90 yeast 2 -66, CAL PDZ FP-1 -6, NSD2 inh 1, Rtt109 Vps75 8, MITF TRPM1 HTS -2, dFosB activator -6, CAL PDZ FP-2 -2.7, SR-BI DiI-HDL act -31, SR-BI HDL uptake 31 and PvdQ acylase -6.
CCOC(=O)N1CC(C)N(CC(O)CN2CCOCC2)CC1C (configuration not stated) was read as NSD2 inh 1, Rtt109 Vps75 0, MITF TRPM1 HTS 0, dFosB activator 0, CAL PDZ FP-2 -0.1, SR-BI DiI-HDL act 17, SR-BI HDL uptake -17 and PvdQ acylase -24.
COc1cc(CN=Cc2c(O)n(Cc3ccccc3)c(=S)[nH]c2=O)cc(OC)c1 was read as PfHsp90 yeast 2 -10, CAL PDZ FP-1 -4, NSD2 inh -1, Rtt109 Vps75 -1, dFosB activator 6, CAL PDZ FP-2 -1.9, SR-BI DiI-HDL act -10, SR-BI HDL uptake 10 and PvdQ acylase -11.
For c1ccc2cc(OCCCn3ccnc3)ccc2c1 the results were PfHsp90 yeast 2 -2, CAL PDZ FP-1 3, NSD2 inh 1, Rtt109 Vps75 12, MITF TRPM1 HTS 26, dFosB activator 0, CAL PDZ FP-2 -0.4, SR-BI DiI-HDL act 3, SR-BI HDL uptake -3 and PvdQ acylase 7.
`CCOC(=O)c1c(NC(=O)CN2CCCCC2)sc(C)c1C` gave PfHsp90 yeast 2 -14, NSD2 inh -4, Rtt109 Vps75 15, MITF TRPM1 HTS -8, dFosB activator -6, CAL PDZ FP-2 0.6, SR-BI DiI-HDL act -23, SR-BI HDL uptake 23 and PvdQ acylase -13.
COc1ccc(-c2nc3cc([N+](=O)[O-])ccc3o2)cc1OC was read as CAL PDZ FP-1 4, Rtt109 Vps75 -4, MITF TRPM1 HTS 61, dFosB activator 4, CAL PDZ FP-2 -1.9, SR-BI DiI-HDL act -4, SR-BI HDL uptake 4 and PvdQ acylase 6.
For CCCC(C)c1nc(C(N)=O)c2[nH]c(=O)n(-c3ccc(OC)cc3OC)c2n1 (configuration not stated) the results were PfHsp90 yeast 2 4, CAL PDZ FP-1 -6, NSD2 inh 3, Rtt109 Vps75 1, MITF TRPM1 HTS -9, dFosB activator -4, CAL PDZ FP-2 -2.8, SR-BI DiI-HDL act 19, SR-BI HDL uptake -19 and PvdQ acylase -11.
Screening CCOC(=O)C1(CCCc2ccccc2)CCN(Cc2cn(CC)nc2C)CC1 returned PfHsp90 yeast 2 -4, CAL PDZ FP-1 2, NSD2 inh 4, Rtt109 Vps75 17, MITF TRPM1 HTS -16, dFosB activator 2, CAL PDZ FP-2 -0.7, SR-BI DiI-HDL act 5, SR-BI HDL uptake -5 and PvdQ acylase -3.
`COCc1cc(C)nc(SCC(=O)Nc2ccc3[nH]c(=O)[nH]c3c2)c1C#N` gave PfHsp90 yeast 2 -18, CAL PDZ FP-1 -1, NSD2 inh 4, Rtt109 Vps75 -3, MITF TRPM1 HTS 6, dFosB activator -3, CAL PDZ FP-2 0.1, SR-BI DiI-HDL act 7, SR-BI HDL uptake -7 and PvdQ acylase 3.
Cc1ncc[nH]1 was read as PfHsp90 yeast 2 4, CAL PDZ FP-1 -4, Rtt109 Vps75 -2, MITF TRPM1 HTS 3, dFosB activator -3, CAL PDZ FP-2 0.1, SR-BI DiI-HDL act -5, SR-BI HDL uptake 5 and PvdQ acylase -12.
`COc1ccc(CC2(CO)CCN(C/C=C/c3ccccc3OC)CC2)cc1` gave PfHsp90 yeast 2 6, CAL PDZ FP-1 -3, NSD2 inh 5, Rtt109 Vps75 1, MITF TRPM1 HTS 19, dFosB activator -2, CAL PDZ FP-2 -4.5, SR-BI DiI-HDL act -10, SR-BI HDL uptake 10 and PvdQ acylase 3.
`Cc1ccc(NC(=O)c2cccc(S(=O)(=O)NCc3ccccc3)c2)nc1` gave PfHsp90 yeast 2 23, CAL PDZ FP-1 -1, NSD2 inh -1, Rtt109 Vps75 14, MITF TRPM1 HTS -1, dFosB activator -12, CAL PDZ FP-2 0.2, SR-BI DiI-HDL act -5, SR-BI HDL uptake 5 and PvdQ acylase -2.
CCCCN(C(=O)C(C)Oc1cccc(Cl)c1)c1c(N)n(CCC)c(=O)[nH]c1=O (configuration not stated) was read as CAL PDZ FP-1 -4, NSD2 inh 13, Rtt109 Vps75 14, MITF TRPM1 HTS -3, dFosB activator 2, CAL PDZ FP-2 -2.2, SR-BI DiI-HDL act 14, SR-BI HDL uptake -14 and PvdQ acylase -16.
Screening COC(=O)c1nn(C23CC4CC(CC(C4)C2)C3)c2c1C(=O)N(c1ccc(Br)cc1)C2=O returned PfHsp90 yeast 2 -16, CAL PDZ FP-1 1, NSD2 inh 1, Rtt109 Vps75 1, MITF TRPM1 HTS 2, dFosB activator 0, CAL PDZ FP-2 -0.5, SR-BI DiI-HDL act 17, SR-BI HDL uptake -17 and PvdQ acylase -4.
Screening O=C(COC(=O)COc1ccc(Br)cc1)NC1CCCCCC1 returned PfHsp90 yeast 2 11, CAL PDZ FP-1 9, NSD2 inh -2, Rtt109 Vps75 -20, MITF TRPM1 HTS 0, dFosB activator -2, CAL PDZ FP-2 -0.3, SR-BI DiI-HDL act 15, SR-BI HDL uptake -15 and PvdQ acylase -25.
For CCOC(=O)C1CCCN(S(=O)(=O)CCNC(=O)c2ccc(F)cc2)C1 (configuration not stated) the results were PfHsp90 yeast 2 4, CAL PDZ FP-1 -2, NSD2 inh 3, Rtt109 Vps75 0, MITF TRPM1 HTS 3, dFosB activator -9, CAL PDZ FP-2 0.5, SR-BI DiI-HDL act 21, SR-BI HDL uptake -21 and PvdQ acylase -18.
`O=C(COC(=O)c1cccs1)NCCc1ccc(F)cc1` gave PfHsp90 yeast 2 -27, CAL PDZ FP-1 4, NSD2 inh 30, Rtt109 Vps75 3, MITF TRPM1 HTS 11, dFosB activator 1, CAL PDZ FP-2 0.5, SR-BI DiI-HDL act 4, SR-BI HDL uptake -4 and PvdQ acylase -13.
`CCOC(=O)CN1CCS(=O)(=O)CC1` gave PfHsp90 yeast 2 -12, NSD2 inh 0, Rtt109 Vps75 -24, MITF TRPM1 HTS 3, dFosB activator 2, CAL PDZ FP-2 -1.0, SR-BI DiI-HDL act 6, SR-BI HDL uptake -6 and PvdQ acylase -12.
`Cc1ccc(-c2nc(SCC(=O)NCC3CCCO3)c(-c3ccccc3)[nH]2)cc1` (configuration not stated) gave PfHsp90 yeast 2 24, Rtt109 Vps75 -7, dFosB activator -2, CAL PDZ FP-2 -0.8, SR-BI DiI-HDL act -58, SR-BI HDL uptake 58 and PvdQ acylase 0.
